Source: PubChem BioAssay
Efflux pump inh = inhibitors of Candida efflux pumps in yeast, primary screen, S. cerevisiae, Nile Red, multiplex; S. cerevisiae Candida pump triplex; inhibition, % at 10 µM; 330,000 compounds, 0.44% hits;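 active = plate passing quality check with inhibition over a set limit, or well fluorescence over plate mean plus 4 SD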;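 note: Nile Red retained in pooled yeast measured as flow cytometry median fluorescence; 0% = buffer negative control and 100% = Enniatin B positive control; higher means more Nile Red kept so more efflux inhibition; some compounds called inactive have numbers as strong as hits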
Yeast superoxide = reduction of superoxide in aged yeast, primary screen, HTS; S. cerevisiae aged cells, superoxide DHE fluorescence; active compounds read low; 330,000 compounds, 0.18% hits; superoxide response (% of plate mean), % at 10 µM;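 active = superoxide response under a set limit, about three screen SD below normal, cut at about 65% in these data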;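 note: yeast aged for seven days with compound at 30 °C before DHE staining; 100% = average MFI of all compound-treated wells on the plate with controls excluded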
LAP4 TOR yeast = modulators of LAP4-GFP expression in yeast, primary screen, S. cerevisiae, multiplex flow cytometry, MLPCN library | 3 h; median GFP as percent of DMSO wells | GFP response vs DMSO, % at 10 µM | 320,000 compounds, 0.34% hits;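 active = GFP response vs DMSO above a set limit, about the screen mean plus 3 SD, cut at about 150% in these data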
AHR activator = AHR activators, primary screen, cell-based, luminescence, luciferase reporter, human; Aryl hydrocarbon receptor (Homo sapiens), P35869; AHR-responsive luciferase reporter cells; activation, % at 5 µM; 320,000 compounds, 2.5% hits; AID 2796, 2010; in the data active = activation above about 47%;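 note: 0% = vehicle wells and 100% = reference agonist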
Target sequence (P35869 whole entry, looked up): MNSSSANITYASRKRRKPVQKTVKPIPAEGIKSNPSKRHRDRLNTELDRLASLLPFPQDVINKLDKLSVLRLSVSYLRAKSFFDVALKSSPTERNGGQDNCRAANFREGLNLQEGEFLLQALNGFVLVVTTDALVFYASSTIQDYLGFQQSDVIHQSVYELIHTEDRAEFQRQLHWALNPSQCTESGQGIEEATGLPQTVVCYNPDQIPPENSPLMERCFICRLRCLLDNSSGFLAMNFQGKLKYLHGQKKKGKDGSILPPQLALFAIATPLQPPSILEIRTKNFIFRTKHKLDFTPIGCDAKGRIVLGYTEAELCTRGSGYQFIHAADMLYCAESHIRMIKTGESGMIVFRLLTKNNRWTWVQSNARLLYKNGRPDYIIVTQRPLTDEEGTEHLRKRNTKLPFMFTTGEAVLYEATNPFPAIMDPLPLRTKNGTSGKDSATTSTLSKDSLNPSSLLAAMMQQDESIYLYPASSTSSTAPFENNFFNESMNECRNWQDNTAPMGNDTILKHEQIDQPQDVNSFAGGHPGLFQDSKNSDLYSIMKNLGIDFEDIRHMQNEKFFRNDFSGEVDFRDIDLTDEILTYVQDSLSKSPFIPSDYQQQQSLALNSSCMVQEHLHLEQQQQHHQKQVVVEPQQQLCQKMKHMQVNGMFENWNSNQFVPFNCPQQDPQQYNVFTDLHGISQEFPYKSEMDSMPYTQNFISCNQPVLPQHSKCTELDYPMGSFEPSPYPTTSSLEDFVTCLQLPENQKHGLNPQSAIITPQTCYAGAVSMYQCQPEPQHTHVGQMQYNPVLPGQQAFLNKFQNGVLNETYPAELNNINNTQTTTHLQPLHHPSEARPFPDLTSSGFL
RPL19A-GFP yeast = RPL19A-GFP expression modulators in yeast, primary screen, cell-based, S. cerevisiae, multiplex flow cytometry, MLPCN | S. cerevisiae RPL19A-GFP strain, 3 h; active compounds read low | 330,000 compounds, 0.3% hits | percent response vs DMSO, % at 10 µM;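 active = percent response vs DMSO below 50%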;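 note: median channel GFP fluorescence of the barcoded RPL19A-GFP strain; ratio of sample median GFP to plate DMSO average so 100% = DMSO; lower means less RPL19A-GFP as with rapamycin TOR inhibition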
CIT2 TOR yeast = modulators of CIT2-GFP expression in yeast, primary screen, S. cerevisiae, GFP fusion, multiplex flow cytometry, MLPCN library; 320,000 compounds, 0.065% hits; GFP response vs DMSO, % at 10 µM; AID 2029, 2009; S. cerevisiae CIT2-GFP strain, 3 h; 100 means same as DMSO wells;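 active = GFP response relative to DMSO above a set limit, near the screen mean plus 3 SD, cut at about 150% in these data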;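 note: ratio of well median GFP fluorescence to mean of DMSO wells on the plate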
MEP2-GFP yeast = modulators of MEP2-GFP levels in yeast, primary screen, S. cerevisiae, multiplex flow cytometry, MLPCN library. S. cerevisiae MEP2-GFP strain, 3 h; 100% = DMSO control level. 330,000 compounds, 0.51% hits. GFP response vs DMSO, % at 10 µM;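 active = GFP response versus DMSO above a set limit, roughly screen mean plus 3 SD, cut at about 180% in these data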;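 note: median GFP fluorescence of the barcode-gated MEP2-GFP cells per well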
AGP1 TOR yeast = modulators of AGP1-GFP expression in yeast TOR pathway, primary screen, cell-based, multiplex flow cytometry, S. cerevisiae, MLPCN library. 320,000 compounds, 0.02% hits. 3 h; GFP as percent of DMSO wells. AID 2066, 2009. GFP response vs DMSO, % at 10 µM;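 active = GFP response relative to DMSO above a set limit, near screen average plus 3 SD, cut at about 150% in these data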;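 note: median GFP channel fluorescence of the gated AGP1 strain per well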
* marks the source's active call; other numbers are inactive results; i = inactive; x = no result given.

Start of the data: the first two compounds as a preview:
SMILES	Efflux pump inh	Yeast superoxide	LAP4 TOR yeast	AHR activator	RPL19A-GFP yeast	CIT2 TOR yeast	MEP2-GFP yeast	AGP1 TOR yeast
Cc1cc(NC(=O)CSCC(=O)N(c2ccc(F)cc2)C(C(=O)NC2CCCCC2)c2ccc(O)c(O)c2)no1 (configuration not stated)	-0.1	100.6	102.1	-0.9	97.5	92.1	96.4	97.6
O=C1CCC2(CC1)NC(=O)N(c1ccccc1)N2	0.1	100.3	101.9	0.7	100.6	101.6	95.4	100.7

Main list, repeating the preview:
SMILES	Efflux pump inh	Yeast superoxide	LAP4 TOR yeast	AHR activator	RPL19A-GFP yeast	CIT2 TOR yeast	MEP2-GFP yeast	AGP1 TOR yeast
Cc1cc(NC(=O)CSCC(=O)N(c2ccc(F)cc2)C(C(=O)NC2CCCCC2)c2ccc(O)c(O)c2)no1 (configuration not stated)	-0.1	100.6	102.1	-0.9	97.5	92.1	96.4	97.6
O=C1CCC2(CC1)NC(=O)N(c1ccccc1)N2	0.1	100.3	101.9	0.7	100.6	101.6	95.4	100.7
CC(C)CC(NC(N)=O)C(=O)NCCc1ccc(Cl)cc1 (configuration not stated)	0.0	90.3	101.2	1.1	100.6	91.8	86.3	101.2
O=C(CSc1ccc(-c2ccccn2)nn1)c1ccc([N+](=O)[O-])cc1	-0.1	157.3	110.2	2.1	99.6	96.0	100.7	102.4
O=C(COc1cccnc1[N+](=O)[O-])Nc1cccc2ccccc12	-0.3	112.7	104.3	16.6	97.2	93.9	95.2	102.0
Nc1ncnc(Nc2cccc(F)c2)n1	-0.1	100.0	118.5	4.0	102.5	104.4	102.7	115.6
CC(=O)NC1CC2CCCC(C1)N2C(=O)Nc1ccccc1 (configuration not stated)	0.0	102.6	98.8	3.1	101.2	96.3	98.1	102.6
Cc1ccc([N+](=O)[O-])cc1NC(=O)CCCOc1ccccc1	-0.1	96.6	102.9	-0.6	98.8	101.4	98.2	98.5
O=C(Nc1ccc(S(=O)(=O)N2CCCCC2)cc1)c1cccnc1Cl	-0.1	110.8	122.1	1.4	98.8	97.8	96.0	104.4
COc1ccc(OCCOCC(O)CN2CCOCC2)cc1 (configuration not stated)	0.0	92.0	104.7	0.9	110.0	107.9	102.4	107.8
CCOC(=O)N1CCN(C(=O)C(=O)NNC(=O)COc2ccc(Cl)c(C)c2)CC1	0.0	91.2	94.6	1.1	93.4	102.8	101.0	98.8
c1ccc(CN2CCN(Cc3cn4cccnc4n3)CC2)cc1	0.0	94.6	98.1	-3.2	99.4	103.3	104.3	101.5
COc1cccc(C(C(=O)NC2CCCCC2)N(C(=O)c2ccccn2)c2cccnc2)c1 (configuration not stated)	0.1	96.0	104.3	-0.9	97.3	100.6	101.8	108.4
CC(C)c1ccc(S(=O)(=O)N2CCCCC2)cc1	0.1	112.7	109.3	3.0	93.5	91.8	98.1	96.9
CN(C)C/C=C/C(O)(c1ccccc1)c1ccccc1	0.0	100.0	105.3	-2.0	97.8	98.6	103.0	101.8
Cc1occc1-c1nnc(SCC(=O)NC2CCCC2)n1C	-0.2	97.7	92.2	-2.5	107.2	105.8	103.0	103.7
Cc1ccnc(NC(=O)CCC(=O)N(CC(=O)NC(C)(C)C)c2ccc3c(c2)OCCO3)c1	-0.2	95.5	99.7	3.8	98.5	94.7	106.8	102.5
CCC(C)(C)NC(=O)C(c1ccccc1)N(Cc1cccnc1)C(=O)c1csnn1 (configuration not stated)	-0.1	98.2	97.0	-2.1	96.9	95.6	97.3	96.5
CCOc1cc(C(=O)Nc2ncn[nH]2)cc(OCC)c1OCC	-0.1	99.3	99.1	5.5	93.9	92.9	94.9	102.3
CC(C)(C)c1ccc(OC(=O)c2ccc3snnc3c2)cc1	-0.2	83.2	92.8	-3.8	105.1	102.4	109.1	99.5
CC(=O)N1CCc2cc(S(=O)(=O)CCC(=O)NCc3ccc(C)o3)ccc21	0.0	85.9	92.3	-2.0	99.6	94.9	95.1	96.8
COC(=O)c1cc(COc2ccc3c4c(c(=O)oc3c2)CCCC4)c(C)o1	-0.1	118.5	105.2	-0.3	96.1	101.7	97.0	98.1
CC(C)(C)OC(=O)C[C@H]1C/C=C\C[C@@H](CC(=O)N(CCO)Cc2ccccc2)C(=O)NC[C@@H](c2ccccc2)OC1=O	0.1	100.4	98.9	1.5	92.2	85.3	97.9	96.1
COc1ccc(N2CC(C(=O)Nc3ccc(N4CCOCC4)cc3)CC2=O)cc1 (configuration not stated)	-0.1	99.5	93.5	3.5	92.6	97.5	95.1	x
COc1ccc(NC(=O)N2CCC(n3nnc4cc(C)ccc43)CC2)cc1	0.1	79.6	98.2	-6.1	101.0	105.8	100.3	103.4

(continued)
SMILES	Efflux pump inh	Yeast superoxide	LAP4 TOR yeast	AHR activator	RPL19A-GFP yeast	CIT2 TOR yeast	MEP2-GFP yeast	AGP1 TOR yeast
CCC(=O)N(Cc1cc2cc(OC)ccc2[nH]c1=O)c1ccc(C)cc1C	-0.1	105.9	98.1	3.0	97.1	92.0	99.2	97.1
COc1ccc(S(=O)(=O)NC(C)C(=O)NCc2ccccn2)cc1Cl (configuration not stated)	-0.1	110.0	101.6	1.3	107.0	104.8	108.7	99.5
CCOC(=O)C(CC)Sc1nnc(COc2ccc(C)cc2)n1-c1ccccc1 (configuration not stated)	0.2	95.5	112.0	3.9	103.6	107.9	105.0	x
Cc1nc(-c2ccc(F)cc2)c(CC(=O)NCC(=O)Nc2ccc(F)c(F)c2)s1	-0.2	93.5	104.6	1.6	108.0	96.4	106.5	100.0
CCOc1ccc2c(c1)-c1c(ssc1=S)C(C)(C)N2C	0.1	110.2	106.7	34.5	97.6	87.9	98.8	92.3
Cc1nn(Cc2ccc(Cl)cc2)c(C)c1NC(=O)c1cc(-c2ccco2)on1	0.0	109.7	94.7	-2.0	95.2	100.8	101.1	96.7
CC(=O)Nc1nnc(Cc2c[nH]c3ccccc23)s1	0.0	94.6	100.3	15.3	104.0	96.8	99.2	105.2
Cc1ccc(C(=O)NCCCNC(=O)c2ccccc2F)cn1	-0.1	110.2	95.5	-1.5	103.8	106.2	105.5	104.2
Cc1ccc(N(CCC#N)C(=O)CSc2nnc3ccccn23)cc1	0.0	82.0	125.6	-0.6	106.8	104.5	110.0	121.2
C=CCOC(=O)C1C(=O)CC(C)(O)C(C(=O)OCC=C)C1c1ccc(N(C)C)cc1 (configuration not stated)	0.0	99.7	107.2	0.6	89.1	94.8	85.7	95.6
Cc1ccsc1C(=O)C1CCCN(Cc2cn(C)nc2-c2ccccc2)C1 (configuration not stated)	-0.1	104.2	102.7	1.8	106.7	104.8	106.1	108.0
CCNC(=O)N1CCCC(C(=O)c2ccc3cc(OC)ccc3c2)C1 (configuration not stated)	0.0	118.2	89.3	12.5	105.3	107.2	102.0	95.8
CCc1cccc(C)c1NC(=O)c1cc(=O)[nH]c2ccc(S(=O)(=O)N3CCOCC3)cc12	-0.1	107.8	109.3	-0.2	103.4	99.3	104.5	111.2
CC(C)C[C@@H](NC(=O)C1CCC(CNC(=O)[C@@H]2CCCN2C(=O)OC(C)(C)C)CC1)C(=O)O (some centres not stated)	-0.1	98.8	104.2	x	108.2	102.9	110.0	102.6
COc1ccc(C(O)CNc2ccc(C)cc2)cc1 (configuration not stated)	-0.1	104.1	96.7	2.8	98.2	102.7	102.3	98.5
Cc1cccc(Cn2ccc(NC(=O)c3ccc4c(c3)OCO4)n2)c1	0.1	106.5	105.8	32.2	93.6	84.9	99.2	96.8
CCC(C)c1ccc(NC(=O)C2CC3CCC2C3)cc1 (configuration not stated)	-0.1	102.7	101.0	0.9	94.7	91.5	91.0	99.5
Cc1ccc(/C=N/n2c(C3CCCCC3)n[nH]c2=S)o1	-0.1	93.4	103.9	-2.6	102.3	98.3	101.0	102.5
Cc1c(N=Cc2ccc(Cl)o2)c(=O)n(-c2ccccc2)n1C	0.5	86.8	105.9	0.2	104.1	102.3	106.3	107.3
O=C(COC(=O)Cc1ccc(S(=O)(=O)N2CCOCC2)s1)NCc1ccc(Cl)cc1	-0.1	108.2	84.3	-3.2	111.8	129.1	112.2	95.2
COc1cc(/C=C(\C#N)c2nc3ccccc3[nH]2)cc(Br)c1OCc1ccc(F)cc1	0.0	139.1	99.6	10.6	97.7	90.0	98.8	94.5
COc1cc(/C=N\NS(=O)(=O)c2ccccc2)cc(OC)c1OC	-0.2	112.7	93.4	11.5	102.5	114.5	103.2	100.3
Cc1cccc(Nc2ncccc2C(=O)NCc2cccs2)c1C	0.2	96.1	103.2	3.5	99.5	94.4	99.1	91.4
CCOC(=O)c1[nH]c(C)c(C(=O)C(C)C)c1C	0.1	92.2	103.2	3.4	102.8	93.7	99.8	x
CCCCN(C)CCNC(=O)CN1C(=O)CSc2ccc(S(=O)(=O)N3CCCCC3)cc21	0.0	101.8	100.2	3.0	100.1	97.6	105.2	99.0

The results go on:
SMILES	Efflux pump inh	Yeast superoxide	LAP4 TOR yeast	AHR activator	RPL19A-GFP yeast	CIT2 TOR yeast	MEP2-GFP yeast	AGP1 TOR yeast
CCCCc1nc2n[nH]c(N)c2c2c1CCCC2	0.0	107.5	96.4	18.0	102.0	85.1	101.6	107.4
O=C(Nc1ccc2nc(-c3ccccn3)[nH]c2c1)C1CCCCC1	-0.2	100.6	103.1	11.6	97.8	101.9	97.1	99.4
CCOC(=O)C1CCN(c2c(N3CCN(Cc4ccccc4)CC3)c(=O)c2=O)CC1	-0.1	98.9	92.5	-3.2	106.0	96.0	96.6	102.0
Cc1ccc(S(=O)(=O)N2[C@@H](c3cccc4ccccc34)C(C(=O)O)=C[C@H]2C(C)(C)C)cc1	-0.2	92.5	83.0	1.5	90.0	93.8	87.2	90.4
O=C(CC1C(=O)NCCN1Cc1ccc(F)cc1)NCCOc1cccnc1 (configuration not stated)	-0.1	109.8	94.9	2.5	105.0	101.2	102.6	106.2
Cc1nc(SCCO)c([N+](=O)[O-])[nH]1	0.1	96.6	120.0	-1.0	109.9	108.2	106.5	121.4
O=C(Nc1ccccc1)NC1(C(=O)N2CCC(O)CC2)CCCCC1	0.1	91.8	101.6	4.0	104.2	103.5	99.3	101.8
CC(C)(C)c1ccc(C(=O)NCCOc2ccccc2F)cc1	-0.3	101.0	99.9	-5.1	102.3	96.6	104.6	106.1
O=C1/C(=C/c2ccc(O)c([N+](=O)[O-])c2)SC(=S)N1Cc1ccccc1	-0.1	84.1	88.8	4.6	102.4	101.8	108.9	98.9
COc1cc2[nH]c3c(=O)n(CCN(C(C)C)C(C)C)cnc3c2cc1OC	0.2	116.7	106.8	1.0	97.5	90.4	101.8	100.0
O=C(COC(=O)c1ccc(Br)o1)NCC(=O)Nc1ccc(F)cc1	-0.1	102.1	98.3	-0.2	101.2	90.4	101.9	100.5
CCOC(=O)c1c(C)[nH]c(C(=O)COC(=O)CN2C(=O)C3CCCCC3C2=O)c1C (configuration not stated)	-0.1	i	80.4	5.5	84.6	89.8	91.1	85.9
N#Cc1c(C(F)(F)F)cc(=O)n2c1[nH]c1ccccc12	0.0	115.2	98.9	x	104.4	104.3	105.5	101.6
O=C(COC(=O)c1cc(NS(=O)(=O)c2cccs2)ccc1O)Nc1ccccc1	0.0	100.2	97.1	3.0	96.8	107.0	100.6	99.1

Compound profiles, from the list above. Values in the order: Efflux pump inh | Yeast superoxide | LAP4 TOR yeast | AHR activator | RPL19A-GFP yeast | CIT2 TOR yeast | MEP2-GFP yeast | AGP1 TOR yeast
`CCOC(=O)N1CCN(C(=O)C(=O)NNC(=O)COc2ccc(Cl)c(C)c2)CC1` is listed as 0.0 | 91.2 | 94.6 | 1.1 | 93.4 | 102.8 | 101.0 | 98.8
`CCCCc1nc2n[nH]c(N)c2c2c1CCCC2` is listed as 0.0 | 107.5 | 96.4 | 18.0 | 102.0 | 85.1 | 101.6 | 107.4
